# Screening data: PubChem, several laboratories
# Insulin prom inh – TRM-6 insulin promoter activity inhibition. 130,000 tested, 0.9% active. inhibition, % at 2 µM. TRM-6 cells (human fetal islet line), insulin promoter-eGFP reporter, imaging; reporter expression induced with tamoxifen;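 active means inhibition above the mean plus 3 SD, with well images judged a real hit on visual review, cut at about 60% in these data, passing the limit was not always enough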
# SDO1 yeast rescue – sdo1-depleted yeast growth rescue; z-score at 10 µM; 140,000 tested, 0.21% active; S. cerevisiae sdo1-depleted JHY4D growth rescue, OD600 30 h; hits give high values; pdr5 snq2 efflux-pump mutant strain;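 active means z-score above 3 at both the 24 hr and the 30 hr optical density reads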;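 further: z-score against mean and SD of all compound wells on the same plate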
# SDO1 yeast rescue Rescue 24 h – further read-out of SDO1 yeast rescue, marked with its call; z-score; S. cerevisiae sdo1-depleted JHY4D growth rescue, OD600; measured here: growth rescue at 24 h;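 0 is the plate mean of compound wells and units are plate SD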
# * hit, by the source's call; / = not tested or not shown; & = joins results of further samples. Only part of the results is shown; the hit share may differ from the screen's.
Insulin prom inh	SDO1 yeast rescue	SDO1 yeast rescue Rescue 24 h	Compound
/	4.7	0.93	O=[N+]([O-])c1ccc(/C=N/NC(=S)Nc2ccccc2F)o1
-21	/	/	CC1CCC(NC(=O)CN(C)S(=O)(=O)c2cnc[nH]2)CC1 (stereo not given)
-100	1.2	1.2	COC(=O)C1CCN(C(c2cc(OC)c(OC)c(OC)c2)c2sc3nc(C)nn3c2O)CC1 (stereo not given)
/	1.9	2.4	CCCS(=O)(=O)N1CCCC(C(=O)NCCCN2CCN(c3ccccc3F)CC2)C1 (stereo not given)
/	-1.6	-1	CC(=O)N1N=C(c2cccc([N+](=O)[O-])c2)OC1c1ccc(Cl)cc1Cl (stereo not given)
/	-1.6	-1.5	OC1CCN(c2c3c(nc4cc(-c5cccc(F)c5)nn24)CCCC3)CC1
45	0.15	-0.68	Cc1nn(-c2ccccc2)c2c1C(=O)NC(=O)C(C)(C)C2
50	2.4	2	CCn1c(SCC(=O)OC)nnc1-c1ccncc1

# Fetched by compound from above, 5 records:
Insulin prom inh	SDO1 yeast rescue	SDO1 yeast rescue Rescue 24 h	Compound
/	-1.6	-1	CC(=O)N1N=C(c2cccc([N+](=O)[O-])c2)OC1c1ccc(Cl)cc1Cl (stereo not given)
/	4.7	0.93	O=[N+]([O-])c1ccc(/C=N/NC(=S)Nc2ccccc2F)o1
/	-1.6	-1.5	OC1CCN(c2c3c(nc4cc(-c5cccc(F)c5)nn24)CCCC3)CC1
-21	/	/	CC1CCC(NC(=O)CN(C)S(=O)(=O)c2cnc[nH]2)CC1 (stereo not given)
50	2.4	2	CCn1c(SCC(=O)OC)nnc1-c1ccncc1

# The main list resumes; the 3 compounds before the break are reprinted first.
Insulin prom inh	SDO1 yeast rescue	SDO1 yeast rescue Rescue 24 h	Compound
/	-1.6	-1.5	OC1CCN(c2c3c(nc4cc(-c5cccc(F)c5)nn24)CCCC3)CC1
45	0.15	-0.68	Cc1nn(-c2ccccc2)c2c1C(=O)NC(=O)C(C)(C)C2
50	2.4	2	CCn1c(SCC(=O)OC)nnc1-c1ccncc1
13	-1.5	-1.6	FC(F)(F)c1cc(-c2ccccc2)nc(NCC2CCCO2)n1 (stereo not given)
/	-0.55	-0.82	COc1ccc(CC(=O)Nc2cccc(-c3nnc(-c4ccco4)o3)c2)cc1
19	/	/	COc1ccc(OCC(=O)c2c[nH]c3ccccc23)cc1
-6	0.59	0.29	COc1cc(C)nc(NS(=O)(=O)c2ccccc2)n1
-21	0.53	0.01	COCCCNC(=O)C1CCCN(C(=O)Nc2ccc(OC)cc2)C1 (stereo not given)
-5	/	/	CCc1cccc2c(C(=O)C(F)(F)F)cn(CC(=O)NCC3CCCO3)c12 (stereo not given)
/	0.31	0.96	C=CCSc1nnc(Cc2c(C)[nH]c3ccccc23)o1
/	-1.6	-0.12	Cc1csc(=Nc2ccc(S(=O)(=O)N3CCOCC3)cc2)n1Cc1ccco1
/	0.88	0.68	O=C(c1cccc(OC(F)F)c1)N1CCN(c2ncccn2)CC1
/	0.54	0.7	CC(=O)c1cc(C#N)c(SCC(=O)OC(C)(C)C)nc1C
-29	-0.27	-0.49	COc1ccc(/C=C(/C#N)c2cccnc2)cc1OC
/	-0.49	0.06	O=[N+]([O-])c1ccc(N/N=C/c2cn(Cc3ccc(F)cc3)c3ccccc23)nc1
46	-1.5	-1.4	O=c1[nH][nH]c(-c2ccccc2O)c1C(C[N+](=O)[O-])c1ccc(Br)cc1 (stereo not given)
-45	-0.22	-0.35	COc1ccc(CC(=O)Nc2c3c(nn2-c2cccc(C)c2C)CS(=O)(=O)C3)cc1
/	0.27	-0.68	Cc1ccc(/C=N\NC(=O)c2cc([N+](=O)[O-])cc([N+](=O)[O-])c2)o1
-32	0.36	1	COc1ccccc1N1CCN(C(=O)c2cccc3c(=O)c(C)c(-c4ccccc4)oc23)CC1

# 3 entries from above, ordered by the number in SDO1 yeast rescue, smallest number first:
SMILES	Insulin prom inh	SDO1 yeast rescue	SDO1 yeast rescue Rescue 24 h
Cc1ccc(/C=N\NC(=O)c2cc([N+](=O)[O-])cc([N+](=O)[O-])c2)o1	/	0.27	-0.68
COc1ccccc1N1CCN(C(=O)c2cccc3c(=O)c(C)c(-c4ccccc4)oc23)CC1	-32	0.36	1
CC(=O)c1cc(C#N)c(SCC(=O)OC(C)(C)C)nc1C	/	0.54	0.7

# Remaining list, next part:
Insulin prom inh	SDO1 yeast rescue	SDO1 yeast rescue Rescue 24 h	Compound
-133	-1.5	-0.85	CCN(CC)c1ccc2c(Cl)c(Br)c(=O)oc2c1
-54	/	/	COc1ccc(C(=O)C2=NN(C(C)=O)CC2c2ccco2)cc1 (stereo not given)
/	-0.68	-0.4	CC1CCc2c(C(=O)Nc3ccc(OC(F)(F)F)cc3)csc2C1 (stereo not given)
24	-1.6	-0.19	NC(=O)/C(=N\OC(=O)c1ccco1)c1nc(-c2ccc(Br)cc2)cs1
35	/	/	CC(=O)N1CCc2ccc(S(=O)(=O)Nc3ccccc3Cl)cc21
30	/	/	CCCOc1ccc(N2C(=O)CC(N3CCC(c4nc5ccccc5o4)CC3)C2=O)cc1 (stereo not given)
-7	0.29	0.48	Cc1ccc(C(=O)OCC(=O)Nc2ncc(Cl)cc2Cl)cc1NC(=O)c1ccco1
18	/	/	Cc1ccc(C)c(-c2csc(NC(=O)c3cnccn3)n2)c1
-291	-1.2	-1.5	O=C(Nc1ccc2c(c1)OCO2)N1CCN(c2cccc(C(F)(F)F)c2)CC1
0	/	/	O=C(NNC1OC(CO)C(O)C(O)C1O)c1cccc(Br)c1 (stereo not given)
14	-0.92	-0.56	CC1=CC(=O)N(c2cccc(C(F)(F)F)c2)C1c1ccc(Cl)cc1 (stereo not given)
30	0.54	0.54	CC(O)c1nc2ccccc2n1C1CCCCC1 (stereo not given)
-271	0.43	0.02	Cc1c(CN(C)C(=O)c2ccc(Br)o2)cnn1C
-55	1.8	1.3	CC(C)C(=O)Nc1cccc(NC(=O)CCN2C(=O)c3ccccc3S2(=O)=O)c1
31	-0.34	-1.1	C[C@@H](NC(=O)c1coc(=O)c(Br)c1)c1ccccc1
19	1.3	1.6	CCOC(=O)N1CCN(c2cccc(C)c2C)CC1
73*	/	/	Cc1ccc(NC(=O)C2CC(=O)n3c(nc4ccccc43)N2)cc1Cl (stereo not given)
21	-0.09	-0.26	O=C(NCc1ccco1)C1CCN(Cc2ccc(F)cc2)CC1
/	-1.6	0.13	Cc1ccnc2c(N3C(=O)C4C5c6ccccc6C(c6ccccc65)C4C3=O)cccc12 (stereo not given)
/	1.7	1.2	CCOC(=O)c1ccc(NC(=O)NC2CCN(CC(=O)NCc3ccc4c(c3)OCO4)CC2)cc1
52	0.23	-0.96	COc1ccc(CSc2nncn2N)cc1[N+](=O)[O-]
6	-2.1	-1.4	CCOC(=O)c1cnc(-n2nc(C)cc2C)nc1Nc1ccc(N(C)C)cc1
/	-2.8	-2.2	CCOc1ccc(S(=O)(=O)n2ccnc2)c2ccccc12
/	0.72	0.85	CCN(CC)S(=O)(=O)c1csc(C(=O)NC2CCCCC2)c1
-33	-0.27	-1.1	CCC(Oc1ccccc1)C(=O)NCc1cccnc1 (stereo not given)
-227	1.5	1.7	Cc1cccc(N(C(=O)c2cnc3n(c2=O)CCS3)C2CCCCC2)c1
-17	-1.3&-0.88	-0.87&-0.16	Cc1cccc(C2(c3cccc(C)c3)OC(=O)c3ccccc32)c1
3	-0.15	-0.37	O=C(O)CC(NC(=S)NCc1ccccc1)C(=O)O (stereo not given)
-56	/	/	Cn1c(N)c(C(=O)COC(=O)CC(NC(=O)c2ccccc2Cl)c2ccccc2)c(=O)n(C)c1=O (stereo not given)
-8	1.3	-0.12	CN(C)c1ccc(NC(N)=S)cc1
20	/	/	NC(=O)c1ccc(NC(=O)c2cccc(Oc3ccccc3)c2)cc1
0	0.45	-0.68	O=C(c1cc2ccccc2oc1=O)N(c1ccccc1)C1C=CS(=O)(=O)C1 (stereo not given)
/	0.06	-0.13	CCCCCCCC(O)CC(CC1CCCCC1)C(=O)NN (stereo not given)
/	-1.9	-1.4	C(=N\Nc1nc2ccccc2s1)/c1ccc2c(c1)OCO2
12	-0.87	-1	CCNS(=O)(=O)c1ccc(NC(=O)c2cncc(Br)c2)cc1
-37	2	2.2	COc1cc2c(cc1OC)/C(=C/C#N)NC(C)(C)C2
0	-0.24	-0.61	O=C(CCCOc1ccccc1)Nc1cccnc1
/	-3.2	-2.3	Cc1cc(N2CCN(C(=O)c3ccco3)CC2)n2ncc(-c3ccccc3)c2n1
15	/	/	COc1ccccc1CNC(=O)C1(C)Oc2cccnc2NC1=O (stereo not given)
/	0.09	0.51	Cc1cccc2cc(CN(C(=O)c3cccs3)c3ccccc3)c(=O)[nH]c12
-41	0.7	0.63	Cc1cc(NC(=O)CCc2ccccc2)c([N+](=O)[O-])cc1C
-43	0.85	0.41	O=S(=O)(NCC1CCCO1)c1cc(Cl)ccc1Cl (stereo not given)
29	-0.08	-0.19	Cc1ccccc1N1CCN(Cc2cccc(C(=O)O)c2)CC1
6	/	/	Cc1[nH]c2ccccc2c1/C=N/Nc1nncn1N
50	-0.23	-0.36	CC(=O)N(C)c1ccc(NC(=S)Nc2ccccc2)cc1
32	-1	-1.1	O=C1CC(Sc2nnnn2-c2ccccc2)C(=O)N1c1cccc(Cl)c1 (stereo not given)
8	-0.3	1.9	CC(OC(=O)c1cc2sccc2n1C)C(=O)NCc1ccc(F)cc1 (stereo not given)
28	0.21	0.11	CCOCC(=O)Nc1nnc(Cc2ccc(OC)cc2)s1
20	/	/	O=C1CCCC2=C1C(c1ccsc1)CC(=O)N2c1ccccc1F (stereo not given)
54	0.62	-0.03	CCCCOc1ccc(N=Cc2cccs2)cc1
11	-0.76	-1.1	Cc1cc2c(cc1C)/C(=C\C(N)=O)NC(C)(C)C2
/	0.48	-1.3	CCN1C(=O)CC(N2CCN(c3ccc(Cl)cc3)CC2)C1=O (stereo not given)
-12	-0.18	0.79	CCOC(=O)c1oc2c(O)c(O)ccc2c(=O)c1-c1nncn1-c1ccccc1
/	0.97	0.16	O=C(CN(C(=O)CCC(=O)Nc1nccs1)c1ccc(F)cc1)NCC1CCCO1 (stereo not given)
-17	-1.5	-0.09	CCN1CCN(c2oc(COc3ccc(-c4ccccc4)cc3)nc2C#N)CC1
/	-0.5	-0.07	Cc1ccccc1OCC(=O)Nc1ccc2c(c1)C(=O)c1ccccc1C2=O

# Continuation.
Insulin prom inh	SDO1 yeast rescue	SDO1 yeast rescue Rescue 24 h	Compound
-5	-0.77	-0.12	CCc1ccc(/C=N/NC(=O)c2cc(C3CC3)nc3ccccc23)s1
15	0.05	-0.1	Cc1cc(C)n2c(SCc3ccc(C#N)cc3)nnc2n1
33	-0.31	-0.2	COc1cc(NC(=O)c2cccs2)c(C(=O)OCC(=O)c2cc(C)n(-c3ccccc3)c2C)cc1OC
39	/	/	CC(C)CC(=O)CC1(O)C(=O)Nc2ccccc21 (stereo not given)
0	0.57	0.72	COc1cccc(CNC(=O)Cn2nc(-c3ccc(Cl)cc3)ccc2=O)c1
/	-0.48	0.25	CCOc1ccc(-c2cc(CCCC(=O)NCc3ccco3)no2)cc1
-20	/	/	O=C1CCC(c2ccccc2)=NN1
/	1.6	1.9	CC(=O)Nc1ccc(NS(=O)(=O)c2cn(C)c(=O)n(C)c2=O)cc1
29	-1.3	-1.1	CCCNS(=O)(=O)c1ccc(CCC(=O)N2CCN(c3ccc(OC)cc3)CC2)cc1
18	-0.21	0.31	CC(C)(C)C1CCc2onc(C(=O)Nc3cnn(Cc4ccc(F)cc4)c3)c2C1 (stereo not given)
/	-1.2	-0.98	O=C(/C=C/c1ccc(-c2ccccc2[N+](=O)[O-])o1)c1ccc(F)cc1
/	1.7	1.9	COc1ccc(N2CC(NC(=O)NC(C)(C)C)CC2=O)cc1 (stereo not given)
6	-0.46	-0.67	COc1ccc(-c2cc(C(=O)NCC(C)C)no2)cc1
15	0.8	0.3	COc1cc(C2C(C(C)=O)=C(O)C(=O)N2c2ccc(C)cc2)ccc1O (stereo not given)
-9	0.47	-0.35	CCOC(=O)c1c(C)nc2c(C#N)cnn2c1C
-36	-1.5	-1.2	Cc1cccc(N(CC(O)CON=C2c3ccccc3-c3ccccc32)S(C)(=O)=O)c1 (stereo not given)
/	0.07	-0.56	C[N+]1(CCOS(=O)C23CC4CC(CC(C4)C2)C3)CCOCC1 (stereo not given)
/	-0.22	0.26	O=C(CSc1cn(CCNC(=O)c2cccs2)c2ccccc12)NC1CCCC1
/	0.63	0.27	COc1ccc(-c2ccc(=O)[nH]n2)cc1
-12	0.34	0.62	CCOc1ccccc1C(=O)Nc1ccccc1O
19	/	/	CC(=O)c1ccc(Nc2cnn(C34CC5CC(CC(CC(=O)O)(C5)C3)C4)c(=O)c2Cl)cc1
-91	/	/	CN(C)/C=C/C(=O)c1ccc(S(=O)(=O)c2ccccc2)cc1
13	-0.7	-1.2	CC1CC(C)CN(S(=O)(=O)c2ccc(Oc3ccc([N+](=O)[O-])cc3)cc2)C1 (stereo not given)
-53	-1.5	-1.1	Cc1ccc(NC(=O)/C(Cl)=C/c2ccccc2)cc1C
-4	-0.75	-0.75	O=C(Nc1ccccc1)c1cc(S(=O)(=O)N2CCOCC2)cs1
-5	-0.99	-0.79	CC(=O)c1cnc2c(-c3cccc(Br)c3)cnn2c1C
